# EBNA-1 inhibitor: blocks EBNA-1 binding to DNA. 0.34% of 300,000 active. EBNA-1 DNA binding, fluorescence polarization. inhibition, % at 14.8 µM; in the data active means inhibition above about 28%
# GSTO1 counter: blocks human GSTO1 in RBBP9 counter-screen; P78417; recombinant GSTO1, activity-based probe fluorescence polarization; inhibition, % at 5.96 µM; 1.1% of 300,000 active; AID 1974;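 active means inhibition above the campaign mean inhibition plus 3 SD, cut at about 35% in these data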;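 further: 0% = GSTO1-1 with DMSO and 100% = wells lacking GSTO1-1 enzyme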
# PAFAH1B3 FP inh: blocks human PAF acetylhydrolase 1B catalytic subunit 3; Q15102; recombinant PAFAH1B3, FP-rhodamine probe, fluorescence polarization; inhibition, % at 3.39 µM; 0.28% of 340,000 active; AID 492972;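 active means inhibition above the screen-wide average of all tested compounds plus 3 SD, cut at about 25% in these data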;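 further: 0% = enzyme with DMSO only and 100% = wells lacking PAFAH1B3 protein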
# Target sequence (Q15102 whole entry, looked up): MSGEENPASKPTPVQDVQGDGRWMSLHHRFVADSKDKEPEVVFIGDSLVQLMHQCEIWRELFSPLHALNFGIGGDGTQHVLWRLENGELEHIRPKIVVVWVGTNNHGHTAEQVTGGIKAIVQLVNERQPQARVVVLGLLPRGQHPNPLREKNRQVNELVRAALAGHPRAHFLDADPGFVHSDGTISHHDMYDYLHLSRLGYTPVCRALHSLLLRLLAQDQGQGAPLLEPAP
# PREPL inhibitor: inhibits the human prolyl oligopeptidase-like enzyme; 0.68% of 320,000 active; recombinant PREPL, fluorescence polarization activity-based probe; inhibition, % at 5.96 µM; AID 2751; Q4J6C6; in the data active means inhibition above about 43%;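 further: 0% = enzyme with DMSO and 100% = wells lacking enzyme; many of its hits are not listed in these tables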
# LYPLA2 inh: blocks human lysophospholipase 2, a PME1 counter-screen; recombinant LYPLA2, FP-Rh probe fluorescence polarization; O95372; inhibition, % at 5.9 µM; 0.38% of 320,000 active; AID 2177;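 active means inhibition above the screen-wide mean plus 3 SD, limit set per campaign, cut at about 26% in these data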;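 further: 0% = LYPLA2 with DMSO and 100% = wells lacking LYPLA2 enzyme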
# Target sequence (O95372 whole entry, looked up): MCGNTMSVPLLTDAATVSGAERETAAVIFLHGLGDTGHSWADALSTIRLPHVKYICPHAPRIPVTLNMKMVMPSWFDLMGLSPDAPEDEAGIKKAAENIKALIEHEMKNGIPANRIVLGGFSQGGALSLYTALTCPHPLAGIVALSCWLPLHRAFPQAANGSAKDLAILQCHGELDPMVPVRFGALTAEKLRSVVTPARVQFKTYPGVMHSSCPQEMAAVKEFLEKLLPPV
# PAFAH2 inh: PAFAH2 (human) inhibition | Q99487 | recombinant PAFAH2, FP-rhodamine activity probe, fluorescence polarization | inhibition, % at 3.39 µM | 0.99% of 340,000 active;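 active means inhibition above the mean over all tested compounds plus 3 SD, cut at about 30% in these data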;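 further: inhibitors block probe labeling of enzyme so polarization drops; 0% = enzyme with DMSO and 100% = wells lacking PAFAH2 protein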
# PAD4 inh: blocks human protein arginine deiminase 4. Q9UM07. recombinant PAD4, RCA probe fluorescence polarization. inhibition, % at 6.36 µM. 0.41% of 330,000 active;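 active means percent inhibition above a cutoff equal to the mean of all tested compounds plus 3 SD, cut at about 15% in these data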;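 further: 0% = PAD4 with RCA probe and DMSO and 100% = probe without PAD4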
# LYPLA1 counter: LYPLA1 (human) inhibition in PME1 counter-screen | recombinant LYPLA1, FP-Rh probe fluorescence polarization | O75608 | AID 2174 | 0.16% of 320,000 active | inhibition, % at 5.9 µM;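 active means inhibition above the mean of all tested compounds plus 3 SD, set per campaign, cut at about 14% in these data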;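 further: inhibitors block serine hydrolase probe labeling of LYPLA1 so polarization falls; 0% = enzyme with DMSO and 100% = wells lacking LYPLA1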
# Target sequence (O75608 whole entry, looked up): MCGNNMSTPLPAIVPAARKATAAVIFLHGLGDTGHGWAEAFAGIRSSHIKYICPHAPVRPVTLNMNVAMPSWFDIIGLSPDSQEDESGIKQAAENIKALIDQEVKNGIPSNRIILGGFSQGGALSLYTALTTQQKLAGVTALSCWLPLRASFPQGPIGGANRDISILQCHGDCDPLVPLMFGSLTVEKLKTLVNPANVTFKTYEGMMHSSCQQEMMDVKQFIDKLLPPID
# ZTA counter: counter-screen for EBNA-1 inhibitors: inhibitors of Epstein-Barr virus ZTA; ZTA-DNA binding, fluorescence polarization; inhibition, % at 11 µM; 0.15% of 320,000 active; AID 2234; in the data active means inhibition above about 33%
# Target sequence (P03206 whole entry, looked up): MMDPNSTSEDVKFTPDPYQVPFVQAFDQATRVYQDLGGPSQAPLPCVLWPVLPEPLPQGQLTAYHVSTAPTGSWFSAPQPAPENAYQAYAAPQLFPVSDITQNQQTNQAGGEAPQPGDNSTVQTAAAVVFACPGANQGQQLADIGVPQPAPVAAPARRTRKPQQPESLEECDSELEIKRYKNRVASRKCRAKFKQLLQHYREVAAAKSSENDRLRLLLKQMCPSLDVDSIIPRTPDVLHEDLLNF
# * hit, by the source's call; nt = no result given. A portion of the library. The share of hits here may be higher or lower than overall.
SMILES	EBNA-1 inhibitor	GSTO1 counter	PAFAH1B3 FP inh	PREPL inhibitor	LYPLA2 inh	PAFAH2 inh	PAD4 inh	LYPLA1 counter	ZTA counter
Cc1nn(CC(=O)NCc2ccc(OC(C)C)cc2)c(=O)c2cc(-c3ccccc3)nn12	2	5	2	-3	9	3	1	5	-9
O=C(NNC(=O)c1cccs1)c1ccc(Cl)c([N+](=O)[O-])c1	-7	9	7	0	0	5	0	-3	7
CCn1c(SCC(=O)Nc2nccs2)nnc1-c1cccnc1	-6	5	3	7	4	6	-4	-1	-17
Nc1ccc2oc(-c3cccc4ccccc34)nc2c1	18	7	-4	24	3	13	5	2	-7
CC(C)CC(=O)Nc1nnc(S(=O)(=O)N2c3ccccc3CC2C)s1 (stereo not drawn)	6	-5	4	-4	-5	-1	-2	-2	-1
Cc1ccc(C)c(NC(=S)N(C2CCCCC2)C(C)c2cccnc2)c1 (stereo not drawn)	-2	10	10	15	-5	-1	5	-3	-17
COc1ccc(N2CCN(C(=O)CSc3nnc(-c4cccnc4)n3-c3ccc(F)cc3)CC2)cc1	3	2	-8	21	13	0	0	2	4
CCc1ccccc1NC(=O)CC(=O)Nc1ccccc1CC	4	-4	3	16	-2	-3	0	1	-1
CCOC(=O)c1c(NC(=O)COC(=O)c2cnccn2)sc(C)c1C	nt	nt	6	18	nt	-6	-5	nt	nt
COc1ccc(CCNC(=O)C2CCC(=O)N2S(=O)(=O)c2ccc(C)cc2)cc1 (stereo not drawn)	-4	-1	4	-5	-3	-1	-1	1	-3
COCCN1C(=O)C(=O)/C(=C(/O)c2cccc(OC)c2)C1c1ccco1 (stereo not drawn)	-1	0	-1	-1	3	1	-5	-4	1
CCc1nc(SCC(=O)NNC(=O)c2ccc(C)cc2)c2ccccc2n1	-1	2	9	-4	5	-9	13	1	11
COc1ccc(S(=O)(=O)N2CCCCC2)cc1NC(=O)c1ccc(Cl)nc1	nt	nt	7	-2	1	0	2	-1	-11
COc1ccc(/C=C/C(=O)NNc2c(F)c(F)cc(F)c2F)cc1OC	6	-22	2	-3	-4	0	-2	-3	-5
COC(=O)c1sc(NC(=O)c2cnccn2)c(C(=O)OC)c1C	-15	2	nt	-2	-8	nt	1	0	11
COc1ccc(-c2cc(C(=O)N3CCOCC3)no2)cc1OC	3	11	-6	2	7	4	-4	2	5
C/C=C/c1ccc(OCCCNC(C)CC)c(OC)c1 (stereo not drawn)	-24	-1	1	11	-2	7	3	-2	-9
C/C(=N/NC(=O)c1nnn(-c2nonc2N)c1-c1ccccc1)c1ccncc1	2	-3	15	3	3	2	1	0	4
CC12CC(c3ccccc3O1)N(C(=O)c1ccc(Br)o1)C(=O)N2c1ccccc1 (stereo not drawn)	18	4	6	-2	-8	5	-2	-1	2
Cc1cc(CNC(=O)c2cccc3c2C(=O)c2ccc(-c4ccc(F)cc4OCc4ccccc4)cc2S3(=O)=O)c(C(F)(F)F)o1	nt	nt	-13	12	nt	-10	-3	nt	nt
CCOC(=O)c1nn(-c2ccc(C)cc2)c(=O)cc1OCC(=O)Nc1cccc(C)c1	1	8	8	-2	10	0	-3	5	6
NC(=S)N/N=C/c1ccc2cccc(OCc3ccccc3)c2n1	-2	-4	11	-21	-6	7	14	-7	-29
COc1ccc(C(=O)CN2C(=O)c3ccccc3S2(=O)=O)cc1	-9	-3	nt	1	11	nt	-4	5	-1
N#CCCN(Cc1cccs1)C(=O)Nc1ccc(F)cc1	2	2	9	3	-1	5	0	3	12
O=C(COC(=O)c1ccc(Br)o1)NCc1ccc(F)cc1	nt	nt	2	8	-2	15	-7	0	4
CC(C)[C@@H](C(=O)NC1CCCC1)N1C(=O)N2CCc3c([nH]c4ccccc34)[C@@]2(C)C1=O	3	3	9	12	9	10	-2	2	-7
CCNC(=O)CCc1nc(-c2ccc(C(C)(C)C)cc2)no1	-15	8	1	14	1	-2	-6	-1	-13
CC(=O)N1c2ccc(F)c(F)c2C[C@H]1C	nt	nt	4	21	1	1	2	0	6
C(/C=C/c1ccccn1)=C\c1ccccc1	-3	7	11	6	7	-1	-4	4	-25
CC1CCN(c2ccc(-c3ccc(NC(=O)c4ccco4)cc3)nn2)CC1	16	6	11	-2	3	-1	-4	2	-3
COc1ccc(N2C(=O)C(CC(=O)Nc3ccc(Cl)cc3)N(NC(=O)c3cccc(F)c3)C2=S)cc1 (stereo not drawn)	8	-24	-4	4	-15	-5	-3	-7	15
COc1ccc(Cl)cc1NS(=O)(=O)N1CCOCC1	-4	-2	-5	1	6	3	1	3	-3
CN(CC(=O)Nc1ccccc1Cl)C(=O)CSc1nnc(-c2ccco2)o1	7	-1	-3	2	-1	-2	2	-1	-4
Cc1ccccc1NC(=O)CCC(=O)N/N=C/c1ccc(F)cc1	-7	5	4	17	-3	9	-6	-1	0
Cc1ccccc1-c1nnn(Cc2ccc(-c3nn[nH]n3)cc2)n1	-18	0	4	-4	0	-1	-12	2	-10
Cc1cc(=O)[nH]c(N/N=C/C2=C(N3CCOCC3)C(=C\c3ccc(Cl)cc3)/CC2)n1	4	11	7	38	2	8	-1	-7	-4
Cc1ccc(S(=O)(=O)N(C)c2ccc(OC(=O)c3cccs3)cc2)cc1C	nt	nt	11	3	-4	34*	2	-1	-5
CCc1cc(=O)[nH]c(SCc2cccc3ccccc23)n1	1	2	5	-6	5	61*	-1	-2	-9
CCC(NC(=O)Cc1cccs1)c1ccccc1 (stereo not drawn)	13	7	3	2	6	-5	-2	0	15
Cc1ccc(CCN2CC(C(=O)NCCN3CCOCC3)CC2=O)cc1 (stereo not drawn)	3	-9	nt	6	4	nt	-1	-2	3
CCCCSc1nc2c(cc1C#N)CCC2	8	1	7	2	0	-8	1	1	9
COc1ccc2ccc(OCC(=O)Nc3cc(C)on3)cc2c1	nt	nt	7	-1	-3	-7	-4	-3	6
Nc1c(C(=O)NCCc2ccccc2)nnn1Cc1ccc(Cl)cc1	-7	-5	-1	4	2	4	2	-2	0
O=S(=O)(CS(=O)(=O)c1ccc(Cl)cc1)c1ccc(Cl)cc1	-15	-5	1	2	-5	0	-3	0	14
O=c1sc2ccccc2c(N2CCCCC2)c1[N+](=O)[O-]	-4	-2	5	-10	5	1	-6	0	-3
COc1ccc(C(=O)Nc2ccccc2C(=O)O)cc1Cl	-12	-43	11	-9	3	6	-4	2	-15
Cc1ccc(-c2noc(CNc3ccccc3)n2)cc1	7	-3	4	10	6	-8	4	1	-13
CCCOc1ccc(NC(=O)c2c(-c3ccccc3)noc2C)cc1	2	-4	-1	-8	-2	-2	2	-2	-1
Cc1ccc(C)c(S(=O)(=O)N2CCN(c3ncccn3)CC2)c1	0	2	7	5	8	7	-1	-2	5
COC(=O)c1c(C)[nH]c(C(=O)COC(=O)CCNS(=O)(=O)c2cccc(C(F)(F)F)c2)c1C	nt	nt	0	2	0	-1	1	-4	-16
CN(C)c1ccc(C(=O)N=c2sccn2C)cc1[N+](=O)[O-]	3	-4	9	-2	2	-3	0	-1	-1
O=C(O)c1ccccc1-c1ccccc1C(=O)NCc1cccc(C(F)(F)F)c1	-7	10	-3	-6	-2	-4	-1	-1	2
O=C(CCN1CCCC1=O)NC1CCCc2c1cnn2-c1ccccc1F (stereo not drawn)	-7	-2	3	2	3	-3	-5	2	3
COc1ccc(CCNc2oc(-c3ccc(C)cc3)nc2C#N)cc1OC	2	-7	4	9	-4	6	-4	2	-1
CCOC(=O)c1cc2c(=O)[nH]c(C(Cl)(Cl)Cl)nc2o1	10	-7	2	-2	1	15	-5	3	1
NC(=O)CSc1nnc(-c2ccncc2)o1	-9	3	3	-6	7	-3	-1	0	-13
O=C(NC1CC1)c1sc2cc(F)ccc2c1Cl	nt	nt	13	-22	0	-2	1	-1	3
CCCS(=O)(=O)c1ccc(COC(=O)c2cccc(NC(=O)C(C)C)c2)cc1	-18	2	7	-13	3	5	-4	-2	3
CC(C)CCNc1nc2ccccc2nc1NS(=O)(=O)c1cccs1	1	-30	10	10	4	2	1	2	29
Cc1nc2ccc(NC(=O)CSc3nnc(C)s3)cc2[nH]1	-9	6	5	2	0	-6	-2	1	2

# Next part
SMILES	EBNA-1 inhibitor	GSTO1 counter	PAFAH1B3 FP inh	PREPL inhibitor	LYPLA2 inh	PAFAH2 inh	PAD4 inh	LYPLA1 counter	ZTA counter
O=C1NCCN(Cc2ccc(Cl)c(F)c2)C1CC(=O)N1CCc2ccccc2C1 (stereo not drawn)	-3	-8	8	2	4	7	-1	0	4
CN(C)CCOC(=O)c1sc2ccccc2c1Cl	-2	0	6	-5	1	7	-3	0	4
COc1ccccc1NC(=O)c1sc2nc3n(c(=O)c2c1C)CCC3	-3	0	2	6	1	0	3	-2	-12
COc1cc(C(=O)NC2CC3CCCC(C2)N3CC(=O)Nc2ccccc2)cc(OC)c1OC (stereo not drawn)	-1	3	4	-12	0	1	-1	-5	9
COc1ccc(CC(=O)Oc2ccc(C)cc2C)cc1	1	-2	9	-3	-1	1	5	-2	1
CC(=O)C1C(c2cccc(Oc3ccccc3)c2)NC(=O)NC1(O)C(F)(F)F (stereo not drawn)	-8	-4	3	0	3	-8	-7	-4	-1
N#CCC(=O)Nc1ncn(Cc2ccccc2Cl)n1	0	1	1	54*	1	2	-3	3	-16
C=C[C@@H]1c2cc(C)ccc2N(S(=O)(=O)c2ccc(C)cc2)[C@H](c2ccccc2)C1(C#N)C#N	nt	nt	5	11	-5	-4	-3	2	6
O=C(N/N=C/c1ccccc1Cl)c1n[nH]c2c1CCCC2	-10	1	-10	10	2	-8	-4	2	-10
Cc1cccc(NC(=O)COc2coc(CN3CCN(c4ccccc4)CC3)cc2=O)c1	1	8	5	12	6	0	-1	1	6
COc1ccc(S(=O)(=O)Nc2ccccc2C)cc1	-7	-4	13	-12	-1	7	75*	-1	7
COc1ccc(C(=O)N2CC(=O)Nc3ccccc32)cc1S(=O)(=O)N1CCCC1	-2	15	5	-3	3	-1	4	0	1
FC(F)(F)c1cnc2c(-c3ccc(Cl)cc3Cl)noc2c1	-7	-2	8	-10	-2	2	-5	3	8
O=C(c1ccc([N+](=O)[O-])cc1)N1CCN(Cc2ccccc2)CC1	-20	-4	9	9	1	6	-11	-2	-6
Cc1cc(NC(=O)CSc2ccc(-c3ccc4c(c3)OCO4)nn2)no1	4	1	nt	-12	-3	nt	-4	3	-10
C[C@H](CO)N1C[C@H](C)[C@@H](CN(C)CC2CC2)Oc2c(NS(=O)(=O)c3ccccc3)cccc2C1=O	nt	nt	5	2	nt	9	-1	nt	nt
Fc1ccc(NC(=S)Nc2ccc(Cl)cc2)cc1	7	3	0	-1	3	5	-5	1	2
CC(C)Cn1c(-c2ccc(Br)cc2)c[nH]c1=S	-10	-5	3	16	-10	-9	-1	-5	3
COc1ccc(S(=O)(=O)n2ccc(C)n2)cc1C	4	10	10	24	9	7	3	3	-12
COc1ccccc1C(=O)OCC(=O)NCCNC(=O)COC(=O)c1ccccc1OC	5	7	-1	9	1	-5	5	1	0
COc1ccc([C@@H]2CC=C(C(=O)O)[C@H](c3ccc(Cl)cc3)N2S(=O)(=O)c2ccccc2C)cc1	8	-2	1	10	7	7	-1	0	7

# High-throughput results from PubChem.
